# TDP1 inh: inhibitors of human tyrosyl-DNA phosphodiesterase TDP1; recombinant TDP1, AlphaScreen DNA substrate cleavage; 350,000 compounds, 0.28% hits; Q9NUW8; Potency, µM (series often up to 130 µM), inactives show at the top dose activity change, negative = inhibition, actives largely listed as inhibitors; note: nearly all actives have a fitted effect of over 40% in size
# Target sequence (Q9NUW8 whole entry, looked up): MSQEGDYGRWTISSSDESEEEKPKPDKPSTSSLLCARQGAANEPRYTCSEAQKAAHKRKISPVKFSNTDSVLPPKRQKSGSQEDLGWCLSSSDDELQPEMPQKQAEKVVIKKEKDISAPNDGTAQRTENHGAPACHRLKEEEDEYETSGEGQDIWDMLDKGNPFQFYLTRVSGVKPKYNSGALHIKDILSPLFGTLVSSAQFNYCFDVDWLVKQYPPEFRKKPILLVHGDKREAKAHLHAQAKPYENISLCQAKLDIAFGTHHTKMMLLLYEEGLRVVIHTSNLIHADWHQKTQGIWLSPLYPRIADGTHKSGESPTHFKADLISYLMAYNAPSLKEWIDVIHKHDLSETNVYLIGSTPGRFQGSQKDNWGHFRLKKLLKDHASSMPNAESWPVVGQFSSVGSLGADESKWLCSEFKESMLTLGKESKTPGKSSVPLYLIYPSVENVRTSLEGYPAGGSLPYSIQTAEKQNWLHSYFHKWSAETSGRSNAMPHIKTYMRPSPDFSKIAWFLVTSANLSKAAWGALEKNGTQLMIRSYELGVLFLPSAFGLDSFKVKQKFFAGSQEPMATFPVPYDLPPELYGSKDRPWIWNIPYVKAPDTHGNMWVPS
#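 E. coli-derived human Tdp1, 1 nM final. Cpd preinc 15 min RT; substrate 15 nM final, 5 min RT; AS bead mix 10 ug/ml final, 10 min RT. Signal loss = tyrosine-FITC cleavage. No-enzyme wells = max signal.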
# TDP1 cell noCPT: qHTS for Inhibitors of human tyrosyl-DNA phosphodiesterase 1 (TDP1): qHTS in cells in absence of CPT | DT40 Tdp1-/- hTDP1 cells, no CPT, ATP luminescence, 48 h | Potency, µM (highest dose often 46.2 µM), for the others: top-dose activity change, negative = growth inhibition, actives largely listed as inhibitors | 420,000 compounds, 15% hits; note: nearly all actives have a fitted effect of over 55% in size
#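 Stably hTDP1-transfected Tdp1-null chicken DT40 cells were treated with library compounds minus camptothecin and grown for at least 48 hr at 37 °C, after which cellular ATP was quantified by luminescence.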
# N370S GC: inhibitors or activators of N370S glucocerebrosidase for Gaucher disease | P04062 | N370S GC spleen homogenate, 4MU-glucoside fluorescence | Potency, µM (top dose mostly 59.4 µM), for the others: at the highest dose activity change, negative = inhibition, hits mostly inhibitors | 330,000 compounds, 0.092% hits;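 note: 0% = full enzyme activity and -100% = no enzyme basal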
# Starred values were filed as active, the others as inactive; ? = inconclusive; / = no result given; & = joins results of further samples; [ ] = another dose, or the depositor's remark. Calls come from the whole dose curve; as a rule, active = well fitted curve in the direction sought with a large enough effect; inconclusive = small, poorly fitted or top-dose-only effect, or another doubt; inactive = no such curve, though single readings can be large; an effect the other way counts as inactive or inconclusive. Unless noted, % is set by controls: 0 for no effect and ±100 for the full control effect; potency is the fitted concentration of half-maximal effect. This is a subset; rates above refer to the full screens.
nr	molecule	TDP1 inh	TDP1 cell noCPT	N370S GC
1	COC(=O)c1ccccc1NC(=O)NCc1ccccn1	6%	-30%	3%
2	CN(C)c1ccc(C(=O)OCc2ccc(Br)cc2)cc1	3%	-25%	?
3	CCOc1ccc(CCNC(=O)C2CCCN(S(C)(=O)=O)C2)cc1OCC (stereo not drawn)	/	10%	-5%
4	Cc1ccc(C)n1-c1nnc(N2CCCC(C(=O)Nc3ccccc3Br)C2)s1 (stereo not drawn)	8%	?	/
5	Cc1ccc(CNC(=O)c2ccc(N3CCC4(CC3)CC(c3cccc(Br)c3)=NO4)c(NC(=O)c3cccc(C)c3)c2)cc1	0%	-1%	-13%
6	O=C(Nc1cc(-c2ccccc2)nn1C1CCCCC1)c1ccc(Cl)cc1	-2%	?	/
7	CCOC(=O)N1CCN(C(=O)CSc2nc3c(c(=O)n2-c2ccccc2OC)SCC3)CC1	2%	-21%	-4%
8	CC(C)(C)NC(=O)c1ccc(NC(=O)C2COc3ccccc3O2)cc1 (stereo not drawn)	7%	?	2%
9	O=C(NC1CCN(Cc2ccccc2)CC1)C1CCN(S(=O)(=O)c2cccc([N+](=O)[O-])c2)CC1	0%	?	1%
10	O=S(CC(O)COCc1ccc(Cl)cc1)c1ccccn1 (stereo not drawn)	0%	-5%	3%
11	C[C@H](CO)N1C[C@H](C)[C@@H](CN(C)Cc2ccncc2)Oc2c(NS(=O)(=O)c3ccccc3)cccc2C1=O	0%	-24%	/
12	CCCn1c(=O)c(F)cn(Cc2ccc(OC)c([N+](=O)[O-])c2)c1=O	2%	-2%	3%
13	CCC(O)CNC(=O)CCc1nnc(C2(c3ccc(Cl)cc3)CCC2)o1 (stereo not drawn)	5%	-5%	-8%
14	NC(=O)c1ccc(NC(=O)CCc2nc3sc4c(c3c(=O)[nH]2)CCCC4)cc1	/	0%	4%
15	COc1cc(OC)c(N(C)C(=O)c2cn(C)c(=O)c3cc(OC)c(OC)cc23)cc1Cl	-1%	?	-5%
16	CC1CCCCC1NC(=O)CCS(=O)(=O)c1ccc2c(c1)NC(=O)CS2 (stereo not drawn)	1%	17%	-19%
17	O=C(Nc1ccccc1)c1nn(-c2ccccc2)c(=O)cc1C(F)(F)F	-6%	-26%	2%
18	Cc1cc(C(=O)NCc2ccccc2F)c2ccccc2n1	4%	9%	-2%
19	CN(C(=O)COC(=O)c1nc(-c2ccccc2)n(-c2ccccc2)n1)C1CCS(=O)(=O)C1 (stereo not drawn)	-4%	-14%	2%
20	CC(NC(=O)CCC(=O)c1ccc(F)cc1)C1CC2CCC1C2 (stereo not drawn)	1%	?	2%
21	Cc1ccc(NC(=O)C(=O)c2c(-c3ccccc3)cc3ccccn23)cc1S(=O)(=O)N1CCOCC1	1%	?	-23%
22	COc1ccc(NC(=O)Cc2ccc(-c3ccccc3)cc2)cn1	8%	12µM*	8%
23	O=C(c1ccc(Cl)c(S(=O)(=O)N2CCCC2)c1)N1CCN(c2ccccc2)CC1	5%	?	-2%
24	CC(C)(C)n1nnnc1C(c1ccccc1F)N1CCN(C(=O)c2ccco2)CC1 (stereo not drawn)	-6%[0.0935 µM]	-12%	-1%
25	O=C(NCc1cc(C(F)(F)F)cc(C(F)(F)F)c1)C1CC(c2ccccc2C(F)(F)F)=NO1 (stereo not drawn)	-4%	-1%	2%
26	Cc1ccc(N2CC(C(=O)OCC(=O)Nc3ccccc3C)CC2=O)cc1 (stereo not drawn)	0%	-7%	/
27	O=C1NC2(CCCCC2)C(=O)N1Cc1ccc([N+](=O)[O-])cc1	3%	?	-2%
28	COc1ccccc1C(=O)NC(=O)CSc1nnc2ccccn12	-1%	8%	/
29	CC(C)(C)OC(=O)C(Cl)(C(=O)OC(C)(C)C)c1ccc2nnnn2n1	8%	?	3%
30	NC(=O)C1CCN(C(=O)/C=C/c2cccc(Br)c2)CC1	3%	15%	7%
31	Cc1cc(S(=O)(=O)N2CCCC2)ccc1OCC(=O)NC1CCCC1	1%	-22%	0%
32	Cc1ccc(OCC(=O)Nc2nnc(S(=O)(=O)N3CCCCCC3)s2)cc1C	/	?	-13%
33	CC1CCN(C(=O)COC(=O)CCc2c[nH]c3ccccc23)CC1	3%	?	-2%
34	CC1(C)CC(=O)C2=C(C1)OC(N)=C(C#N)C21CCN(C(=O)OCc2ccccc2)CC1	9%	?	-3%
35	CCn1c2ccccc2c2cc(C3C(C#N)=C(C)NC(C)=C3C#N)ccc21	-1%	-26%	2%
36	Cc1ccc(C23OC(=O)C(C)(C)C2OC(=O)C3(C)C)cc1 (stereo not drawn)	3%	-22%	18%
37	CCOc1ccccc1N1CCN(S(=O)(=O)c2cccc3nsnc23)CC1	5%	?	12%
38	Cc1nc2ccc(-n3ccc(=O)cc3)cc2s1	-4%	7%	-9%
39	Cc1ccc(S(=O)(=O)N(C)CCCC(=O)NCc2ccc3c(c2)OCO3)cc1	4%	23µM*	5%
40	O=C(CCCN1C(=O)/C(=C/c2cccs2)SC1=S)Nc1cccnc1	0%	-5%	-4%

# Looked up above.
# O=C(c1ccc(Cl)c(S(=O)(=O)N2CCCC2)c1)N1CCN(c2ccccc2)CC1 in N370S GC shows -2%
# Cc1ccc(S(=O)(=O)N(C)CCCC(=O)NCc2ccc3c(c2)OCO3)cc1 in TDP1 inh shows 4%

# Part of the list above in order of length of the SMILES, largest number first.
nr	molecule	TDP1 inh	TDP1 cell noCPT	N370S GC
11	C[C@H](CO)N1C[C@H](C)[C@@H](CN(C)Cc2ccncc2)Oc2c(NS(=O)(=O)c3ccccc3)cccc2C1=O	0%	-24%	/
24	CC(C)(C)n1nnnc1C(c1ccccc1F)N1CCN(C(=O)c2ccco2)CC1 (stereo not drawn)	-6%[0.0935 µM]	-12%	-1%
35	CCn1c2ccccc2c2cc(C3C(C#N)=C(C)NC(C)=C3C#N)ccc21	-1%	-26%	2%
37	CCOc1ccccc1N1CCN(S(=O)(=O)c2cccc3nsnc23)CC1	5%	?	12%
36	Cc1ccc(C23OC(=O)C(C)(C)C2OC(=O)C3(C)C)cc1 (stereo not drawn)	3%	-22%	18%
2	CN(C)c1ccc(C(=O)OCc2ccc(Br)cc2)cc1	3%	-25%	?

# (list continues)
nr	molecule	TDP1 inh	TDP1 cell noCPT	N370S GC
41	CS(=O)(=O)N(Cc1ccco1)CC(O)Cn1c2ccccc2c2ccccc21 (stereo not drawn)	-1%	-24%	-2%
42	Cc1cccc(NC(=O)N2CC=C(c3c[nH]c4ccccc34)CC2)c1C	3%	23µM*	/
43	CCOc1ccc(S(=O)(=O)NCCC(=O)OC(C)C(=O)N2CCc3ccccc32)cc1 (stereo not drawn)	3%	?	16%
44	O=C(CN1C(=O)NC2(CCOc3ccccc32)C1=O)N1CCCCC1 (stereo not drawn)	0%	-1%	/
45	COc1ccc(NC(=O)CSc2nccn2Cc2ccco2)cc1	4%	?	7%
46	Cc1nc2ccccn2c1C(=O)NN=C1C2CC3CC(C2)CC1C3	11%	-19%	2%
47	Cc1cnc(C(=O)OCC(=O)N2c3ccccc3CC2C)cn1 (stereo not drawn)	-2%	9%	3%
48	CCCNC(=O)OC[C@@H]1O[C@H](CCO/N=C(\C)CCN2CCc3nc(-c4ccccc4)c(-c4ccccc4)cc3C2)C=C[C@@H]1Oc1ccc(OC)cc1	5%[21 µM]	/	-7%[12.8 µM]
49	CCn1c(NC(=O)Nc2ccccc2OC)nc2ccccc21	0%	?	3%
50	Cc1ccsc1/C=N/Nc1nc(=O)[nH]nc1C	9%	15µM*	-7%
51	O=C(Nc1ccccc1)N1CCCC1	4%	2%	0%
52	CCc1cccc(CC)c1N(COC)C(=O)Cn1nnc2ccccc21	-1%	?	17%
53	Cc1ccc(C)n1-c1nnc(N2CCCC(C(=O)NCc3ccccc3)C2)s1 (stereo not drawn)	5%	?	/
54	CC(=O)Nc1nonc1-c1nnc(SCc2ccc(F)cc2Cl)n1C	5%	15µM*	/
55	Cc1ncc([N+](=O)[O-])n1Cc1cccc2ccccc12	5%	?	5%
56	CCCCn1c(=O)[nH]c(=O)c2c1nc(-c1ccncc1)n2CCOC	2%	-9%	-2%
57	CCC(=O)N1CCc2cc(S(=O)(=O)NC(CC(C)C)C(=O)Nc3cc(C)ccc3OC)ccc21 (stereo not drawn)	0%	?	/
58	Cc1ccc(NC(=O)c2cccc(NC(=O)CC3SC(N4CCCCC4)=NC3=O)c2)nc1 (stereo not drawn)	0%[0.505 µM]	?	-3%
59	CCCOc1ccccc1OCC(=O)N1CCN(S(=O)(=O)c2ccc(Cl)cc2)CC1	0%	-13%	/
60	CCOc1ccc(NC(=O)CN(C)C(=O)c2ccncc2)cc1OCC	8%	2%	-2%

# Continuation:
No. | canonical_smiles | TDP1 inh | TDP1 cell noCPT | N370S GC
61 | Cc1ccc(Sc2nc(C)c([N+](=O)[O-])c(C)c2C#N)cc1 | / | ? | 10%
62 | NC(=O)c1ccsc1NC(=O)C1CCCCC1 | 5% | -15% | 6%
63 | C=C1SC(=Nc2ccccc2Cl)N(C(=O)c2sc3ccccc3c2Cl)C12CCCCC2 | 4% | / | 2%
64 | O=C(NC1CCCCC1)Oc1cc2oc(=O)sc2cc1Br | / | ? | 9%
65 | CC(C)C(C)NC(=O)COn1nnc2ccc(S(=O)(=O)N3CCOCC3)cc21 (stereo not drawn) | 1% | -14% | /
66 | COc1ccc(/C(C)=N/N=C(N)N)c(O)c1 | 5% | -21% | -5%
67 | CCN(c1ccccc1)S(=O)(=O)c1cccc(C(=O)NCc2ccncc2)c1 | 4% | ? | -8%
68 | COc1cccc(NC(=O)c2ccc(S(=O)(=O)NCc3cccnc3)cc2)c1 | / | ? | -6%
69 | O=C(NCc1cccnc1)c1ccc(Cl)cc1[N+](=O)[O-] | 2% | ? | 1%
70 | O=C(Cn1nc(C(F)(F)F)c2c1CCCC2)NC1CCCC1 | 10% | -13% | 12%
71 | COC(=O)c1cccc(NC(=O)CN2CCC(NC(=O)c3cc(OC)c(OC)c(OC)c3)CC2)c1 | 8% | 16µM* | 4%
72 | CCCSc1ncc(Cl)c(C(=O)N(Cc2cccc(Cl)c2)C2CCS(=O)(=O)C2)n1 (stereo not drawn) | 5% | 16µM* | /
73 | Cc1ccc2occ(/C=N/NC(=O)[C@@H](N)Cc3ccccc3)c(=O)c2c1 | 8% | ? | ?
74 | COc1ccc(CCNC(=O)CSc2cc(=O)n(C)c3ccccc23)cc1OC | 5% | -12% | /
75 | Cc1ccc(CS(=O)(=O)CCC(=O)NCCCN2CCCC2)cc1 | 2% | -2% | ?
76 | CCN1C(=O)[C@H]2[C@H]3[C@H](O)[C@H](O)C/C(=N/OCC(C)C)[C@@H]3CC[C@@H]2C1=O | 10%[21 µM] | / | -1%[12.8 µM]
77 | O=C(NCc1ccc(F)cc1)C1CCN(S(=O)(=O)c2ccc3c(c2)OCCCO3)CC1 | 3% | ? | 22%
78 | CCC(C)c1ccccc1N1CC(C(=O)Nc2ccc(S(=O)(=O)N3CCOCC3)cc2)CC1=O (stereo not drawn) | -2%[0.505 µM] | 23µM* | -16%
79 | COC(=O)c1sccc1NC(=O)CC1C(=O)NCCN1C(=O)c1c(F)cccc1Cl (stereo not drawn) | 0% | ? | -3%
80 | CC(C)c1nccn1S(=O)(=O)c1cccc([N+](=O)[O-])c1 | -5% | -2% | -2%
81 | CCOc1cc(/C=N/NC(=O)CSc2nncn2C)ccc1OC(=O)c1ccc(Cl)cc1 | 8% | ? | ?
82 | CCOc1ccc(-c2cc3nc(C4CCN(C(=O)OC(C)(C)C)CC4)c(C(=O)Nc4ccc(C(=O)OC)cc4)cn3n2)cc1 | 9% | 21% | /
83 | Brc1cccc(CN2CCCCCC2)c1 | / | 11% | -4%
84 | C=CCN1CC(c2nc3ccccc3n2Cc2ccccc2)CC1=O (stereo not drawn) | 1% | -22% | -1%
85 | O=C(Cc1cccs1)N[C@@H]1c2ccccc2CC[C@@H]1OCc1ccccc1 | 0%[56.1 µM] | -9% | /
86 | CSc1ccc(CCCCCCOC(=O)C(C)(C)C)cc1 | 0% | -12% | /
87 | O=C(Nc1cccc(Cl)c1)Nc1nccs1 | 3%&0% | 16µM* | -30%&13%
88 | COc1ccc2c(c1)OC[C@H]1[C@H]2N2C(=O)c3cc(Br)ccc3NC(=O)[C@@]2(C)[C@H]1c1ccccc1 | 0% | ? | -6%
89 | COc1ccc(CC(C)Nc2cccc(SC)c2)cc1 (stereo not drawn) | / | ? | -10%
90 | Cc1cc(C)c2c(c1)cc(C)c1nnc(SCC(=O)Nc3ccc(S(=O)(=O)N4CCCCC4)cc3)n12 | 2% | 21µM* | -2%
91 | COc1ccc(NC(=O)c2oc3ccccc3c2C)c(OC)c1 | -2% | ? | 12%
92 | OCC(Cc1ccc2c(c1)OCO2)C(CO)Cc1ccc2c(c1)OCO2 (stereo not drawn) | / | ? | 1%
93 | C/C(=N\NC(=O)Cc1c(Cl)cccc1Cl)c1cccnc1 | 4% | -8% | 5%
94 | CCOc1ccccc1NC(=O)CSc1nnc(Cc2cccn2C)n1-c1ccc(F)cc1 | 11% | -12% | -4%
95 | CCc1cc(C(=O)O)c(NC(=O)/C=C/c2ccc(OC)c(OC)c2)s1 | 2% | -19% | -19%
96 | COc1ccc(N2CCOCC2)c(NC(=O)c2ccc(Br)o2)c1 | 4% | ? | -8%

# Bioassay records from PubChem.
